Compound activity as filed in PubChem BioAssay.
S1P4 agonist – S1P4 receptor agonists, primary screen, cell-based; Sphingosine 1-phosphate receptor 4 (Homo sapiens), O95977; S1P4-expressing cell line, agonist reporter assay; 220,000 compounds, 0.35% hits; activation, % at 4.98 µM; AID 1509, 2009; in the data active means activation above about 11%;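 further: 0% = DMSO vehicle and 100% = reference agonist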
Ba/F3 V617F tox – reduced viability of JAK2V617F-dependent Ba/F3 cells, primary screen, JAK2V617F inhibitor project, cell-based, Ba/F3 EpoR-JAK2V617F, luminescence | inhibition, % at 5.6 µM | ATP luminescence | AID 1446, 2008 | 220,000 compounds, 1.1% hits;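 active means inhibition above the campaign mean plus 3 SD over all tested compounds, cut at about 24% in these data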;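 further: cytokine-independent growth of Ba/F3 cells driven by EpoR plus mutant JAK2; 0% = DMSO-treated cells and 100% = JAK inhibitor I control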
Mdm2 ligase inh – MDM2-luciferase reporter signal enhancers, primary screen, MDM2 E3 ligase inhibitor project, cell-based, luminescence, 1536-well | signal enhancement, % at 5 µM | 210,000 compounds, 0.11% hits | cell-based MDM2 ubiquitination luciferase reporter, 2 h; 0 = plate control, 100 = twice control, blank-subtracted;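 active means signal enhancement of 30% or more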;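 further: luminescence tracks abundance of the self-degrading MDM2-luciferase fusion protein; higher signal means inhibition of MDM2 E3 ligase activity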
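test system = mammalian cells stably expressing self-ubiquitinating, self-degrading MDM2 E3–luciferase fusion | quantity = 2000 cells/well | incubation = cell settling 4 h, compound treatment 2 h, both 37 °C | signal = luminescence with SteadyLite reagent, 15 min at room temperature | evaluation = % enhancement relative to plate controls after blank subtraction | benchmarks = plate controls and plate blanks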
S1P4 antag – S1P4 receptor antagonists, primary screen, cell-based; S1P4-expressing cells, antagonist mode, reporter read-out; 220,000 compounds, 0.26% hits; inhibition, % at 4.98 µM; Sphingosine 1-phosphate receptor 4 (Homo sapiens), O95977; in the data active means inhibition above about 29%;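 further: 0% = wells stimulated with agonist and 100% = vehicle wells without agonist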
NPY-Y2 PAM-ag – NPY-Y2 potentiators or agonists, primary screen, cell-based; 220,000 compounds, 0.45% hits; AID 1359, 2008; activation, % at 3.6 µM; cells expressing NPY-Y2, potentiator/agonist read-out; Neuropeptide Y receptor type 2 (Homo sapiens), P49146; in the data active means activation above about 27%;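 further: cells stimulated with NPY near EC25 plus isoproterenol at EC100; 0% = vehicle plus submaximal agonist and 100% = vehicle plus saturating agonist; some results beyond the cut were filed as inactive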
PERK inh – block of dimerizer-induced PERK translation repression, primary screen, PERK inhibitor project, CHO PERK-DD cells, SEAP luminescence, HTS; Eukaryotic translation initiation factor 2-alpha kinase 3 (Homo sapiens), Q9NZJ5; CHO PERK-DD fusion, SEAP luminescence translation reporter; inhibition, % at 5.6 µM; 220,000 compounds, 0.17% hits; AID 1416, 2008;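 active means inhibition above the mean inhibition of all tested compounds plus 3 SD, set separately per screening campaign, cut at about 2.9% in these data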;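 further: PERK kinase domain activated by AP20187 dimerizer at 100 nM; 0% = DMSO with dimerizer and 100% = rapamycin at 8.4 µM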
BaF3 parental – parental Ba/F3 cell viability inhibition, counter-screen for JAK2V617F inhibitor project, murine pro-B, CellTiter-Glo luminescence; CellTiter-Glo ATP luminescence; inhibition, % at 5.6 µM; 220,000 compounds, 1.1% hits;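 active means inhibition above a per-campaign cutoff, the mean inhibition of all tested compounds plus 3 SD, cut at about 27% in these data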;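 further: 0% = DMSO wells and 100% = JAK Inhibitor I control wells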
Wee1 degr inh – Wee1 degradation inhibitors, primary screen, cell-based, HeLa, Wee1K328M-luciferase, luminescence; AID 1321, 2008; HeLa Luc-Wee1K328M stability; 100% = proteasome inhibitor MG132 effect; reporter increase, % at 5 µM; 220,000 compounds, 1.2% hits; Wee1-like protein kinase (Homo sapiens), P30291;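 active means activation above the mean of all tested compounds plus 3 SD, set per screening run, cut at about 8.8% in these data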;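 further: cells exposed to compound for 20 h before luminescence read; 0% = DMSO alone and 100% = MG132 at 30 µM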
eIF4E-4G inh – eIF4E–eIF4G protein interaction inhibitors, primary screen, biochemical, uHTS, TR-FRET, eIF4GI fragment | 220,000 compounds, 0.37% hits | AID 782, 2007 | inhibition, % at 21.7 µM | TR-FRET eIF4E-eIF4GI(517-606) binding, 2 h;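 active means inhibition above about 30%, limit read from the data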;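 further: 0% = full FRET control wells and 100% = background wells lacking eIF4GI fragment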
An asterisk follows results filed as active; [ ] = another dose, or the depositor's remark. Rows are unselected; overall some 4.1% were active at least once.

For CC(C)(C)C(=O)CSc1nc(N)cc(=O)[nH]1 the results were S1P4 agonist -0.1, Ba/F3 V617F tox 1, Mdm2 ligase inh -11, S1P4 antag 1, NPY-Y2 PAM-ag 16, PERK inh 0.4, BaF3 parental 4, Wee1 degr inh -1 and eIF4E-4G inh 0.
Screening COc1ccc(C(NC(=O)c2cccc(F)c2)c2ccccc2)cc1 (stereo not drawn) returned S1P4 agonist 0.2, Ba/F3 V617F tox -5, Mdm2 ligase inh -9, S1P4 antag -11, NPY-Y2 PAM-ag -5, PERK inh 0.3, BaF3 parental 0, Wee1 degr inh -1 and eIF4E-4G inh 1.
For CN(C)c1ccc(C(CNC(=O)c2ccc(F)cc2)c2c[nH]c3ccccc23)cc1 (stereo not drawn) the results were S1P4 agonist 0.2, Ba/F3 V617F tox 1, Mdm2 ligase inh -2, S1P4 antag -17, NPY-Y2 PAM-ag 17, PERK inh -0.5, BaF3 parental 10, Wee1 degr inh 1 and eIF4E-4G inh 2[fluorescence artefact?].
`CCOC(=O)c1ccc(NC2=CC(=O)CC(c3ccco3)C2)cc1` (stereo not drawn) gave S1P4 agonist -0.5, Ba/F3 V617F tox 3, Mdm2 ligase inh -3, S1P4 antag -4, NPY-Y2 PAM-ag 4, PERK inh 0.5, BaF3 parental 3, Wee1 degr inh -1 and eIF4E-4G inh -3.
For COC(=O)C(CCSC)NC(=O)c1cc2c(n(-c3ccccc3)c1=O)CC(C)(C)CC2=O (stereo not drawn) the results were S1P4 agonist 0.6, Ba/F3 V617F tox 1, Mdm2 ligase inh -8, S1P4 antag -15, NPY-Y2 PAM-ag 4, PERK inh -0.8, BaF3 parental 5, Wee1 degr inh -1 and eIF4E-4G inh -2.
CCOC(=O)c1c(-c2ccc(OC)cc2)csc1NC(=O)CSc1ccccc1 was read as S1P4 agonist -1.7, Ba/F3 V617F tox 5, Mdm2 ligase inh -15, S1P4 antag 24, NPY-Y2 PAM-ag -20, PERK inh -0.5, BaF3 parental 8, Wee1 degr inh -1 and eIF4E-4G inh -5.
Screening CCC(C)c1cc(S(=O)(=O)N2CCOCC2)ccc1OC (stereo not drawn) returned S1P4 agonist -1.5, Ba/F3 V617F tox 1, Mdm2 ligase inh -1, S1P4 antag -9, NPY-Y2 PAM-ag -3, PERK inh 0.9, BaF3 parental 6, Wee1 degr inh 2 and eIF4E-4G inh 0[fluorescence artefact?].
For Cc1cccc(C(=O)N2CCC(c3nc(-c4ccc(S(=O)(=O)N5CCOCC5)cc4)no3)CC2)c1 the results were S1P4 agonist 0.9, Ba/F3 V617F tox 4, Mdm2 ligase inh -16, S1P4 antag -13, NPY-Y2 PAM-ag 2, PERK inh 1.0, BaF3 parental 8 and Wee1 degr inh 1.
CCCc1nc2ccccc2c(C(=O)OCC(=O)Nc2cccc(S(=O)(=O)N3CCOCC3)c2)c1CC was read as S1P4 agonist -2.1, Ba/F3 V617F tox 3, Mdm2 ligase inh -16, S1P4 antag -8, NPY-Y2 PAM-ag 4, PERK inh -1.4, BaF3 parental 10, Wee1 degr inh 0 and eIF4E-4G inh -6.
Screening CCn1c(SCC(=O)N=Nc2c(O)[nH]c3ccccc23)nc2ccccc21 returned S1P4 agonist 1.5, Ba/F3 V617F tox 2, Mdm2 ligase inh -13, S1P4 antag -20, NPY-Y2 PAM-ag -1, PERK inh -1.6, BaF3 parental 1, Wee1 degr inh -1 and eIF4E-4G inh 0.
Screening O=Cc1c(Sc2ccccn2)nc2ccccn2c1=O returned S1P4 agonist 0.9, Ba/F3 V617F tox -2, S1P4 antag -6, NPY-Y2 PAM-ag -4, PERK inh 0.1, BaF3 parental -4, Wee1 degr inh 2 and eIF4E-4G inh 0[fluorescence artefact?].
`COc1ccccc1N(CC(=O)NCC1CCCO1)C(=O)CNS(=O)(=O)c1ccc(Cl)cc1` (stereo not drawn) gave S1P4 agonist -2.1, Ba/F3 V617F tox -2, Mdm2 ligase inh -5, S1P4 antag -7, NPY-Y2 PAM-ag -11, PERK inh 0.3, BaF3 parental -1, Wee1 degr inh 1 and eIF4E-4G inh -1.
For O=S(=O)(NCC1CCCO1)c1ccc(S(=O)(=O)N(Cc2ccc(F)cc2)Cc2ccco2)cc1 (stereo not drawn) the results were S1P4 agonist 0.8, Ba/F3 V617F tox 2, Mdm2 ligase inh 4, S1P4 antag -14, NPY-Y2 PAM-ag 5, PERK inh 0.6, BaF3 parental 10, Wee1 degr inh 3 and eIF4E-4G inh 8[fluorescence artefact?].
Screening Cc1c(NC(=O)CCCCCN2C(=O)c3ccccc3C2=O)c(=O)n(-c2ccccc2)n1C returned S1P4 agonist 1.2, Ba/F3 V617F tox 5, Mdm2 ligase inh -9, S1P4 antag 2, NPY-Y2 PAM-ag 0, PERK inh 0.3, BaF3 parental 7, Wee1 degr inh 4 and eIF4E-4G inh 5.
For COc1ccc(C(=O)N2CCN=C2SCc2cccnc2)c(OC)c1 the results were S1P4 agonist 0.1, Ba/F3 V617F tox 2, Mdm2 ligase inh -1, S1P4 antag -18, NPY-Y2 PAM-ag 8, PERK inh -1.8, BaF3 parental -1, Wee1 degr inh -1 and eIF4E-4G inh -3.
`CN(C(=O)CCc1nc(-c2ccccc2F)no1)c1ccccc1` gave S1P4 agonist 1.7, Ba/F3 V617F tox 3, Mdm2 ligase inh -8, S1P4 antag -18, NPY-Y2 PAM-ag -8, PERK inh 0.5, BaF3 parental 4, Wee1 degr inh 1 and eIF4E-4G inh 0.
Cc1cccc(C)c1NC(=O)C(=O)NCCCN1CCOCC1 was read as S1P4 agonist -2.9, Ba/F3 V617F tox -2, Mdm2 ligase inh -2, S1P4 antag -19, NPY-Y2 PAM-ag 1, PERK inh 0.3, BaF3 parental 4, Wee1 degr inh 2 and eIF4E-4G inh 2.
For COc1ccc(N(CC(=O)NCCC2=CCCCC2)S(C)(=O)=O)cc1 the results were S1P4 agonist 0.7, Ba/F3 V617F tox 1, Mdm2 ligase inh -29, S1P4 antag -15, NPY-Y2 PAM-ag 1, PERK inh -2.3, BaF3 parental 2, Wee1 degr inh 3 and eIF4E-4G inh 14.
`N#Cc1nc(COc2ccccc2Cl)oc1NCc1cccnc1` gave S1P4 agonist -1.5, Ba/F3 V617F tox -2, Mdm2 ligase inh -8, S1P4 antag -13, NPY-Y2 PAM-ag 0, PERK inh 0.8, BaF3 parental 0, Wee1 degr inh 1 and eIF4E-4G inh -1.
CCOc1ccc(NC(=O)C(Cc2ccccc2)N2C(=O)c3cccc4cccc(c34)C2=O)cc1 (stereo not drawn) was read as S1P4 agonist 1.6, Ba/F3 V617F tox 0, Mdm2 ligase inh 18, S1P4 antag -11, NPY-Y2 PAM-ag 6, PERK inh 0.4, BaF3 parental 7, Wee1 degr inh -1 and eIF4E-4G inh 2.
Screening CC(C)NC(=S)Nc1cccc2cnccc12 returned S1P4 agonist -1.0, Ba/F3 V617F tox -3, Mdm2 ligase inh -1, S1P4 antag -7, NPY-Y2 PAM-ag 1, PERK inh 0.9, BaF3 parental 2, Wee1 degr inh 2 and eIF4E-4G inh -4[fluorescence artefact?].
`Nn1c(SCC(=O)Nc2ccc3c(c2)OCO3)nnc1C1CC1` gave S1P4 agonist -2.1, Ba/F3 V617F tox -1, Mdm2 ligase inh -5, S1P4 antag 2, NPY-Y2 PAM-ag 16, PERK inh -0.5, BaF3 parental 8, Wee1 degr inh 1 and eIF4E-4G inh -1.
Screening CCCc1cc(NCc2ccccn2)n2c(nc3ccccc32)c1C#N returned S1P4 agonist -0.4, Ba/F3 V617F tox 0, Mdm2 ligase inh -15, S1P4 antag -7, NPY-Y2 PAM-ag -2, PERK inh -0.3, BaF3 parental 6, Wee1 degr inh 1 and eIF4E-4G inh 0.
Screening FC(F)(F)C12CC(c3ccccc3)=NCCN1CCN2 (stereo not drawn) returned S1P4 agonist -0.2, Ba/F3 V617F tox 2, Mdm2 ligase inh -16, S1P4 antag 6, NPY-Y2 PAM-ag 2, PERK inh 1.1, BaF3 parental 6, Wee1 degr inh -1 and eIF4E-4G inh -3.
Screening Cc1ccc(-c2cc(-c3ccccc3)c(C#N)c(N)n2)o1 returned S1P4 agonist 1.0, Ba/F3 V617F tox 2, Mdm2 ligase inh -5, S1P4 antag -2, NPY-Y2 PAM-ag -49, PERK inh -0.7, BaF3 parental 1, Wee1 degr inh 4 and eIF4E-4G inh 27.
O=C(NC(C(=O)N/N=C/c1c2ccccc2cc2ccccc12)c1n[nH]c(=O)c2ccccc12)c1ccccc1 (stereo not drawn) was read as S1P4 agonist 4.2, Ba/F3 V617F tox 1, Mdm2 ligase inh -24, S1P4 antag 2, NPY-Y2 PAM-ag -22, PERK inh -0.3, BaF3 parental 8, Wee1 degr inh 3 and eIF4E-4G inh 4.
CCN(CC)c1nc(C)nc2c1cnn2CCc1ccccc1 was read as S1P4 agonist -0.6, Ba/F3 V617F tox 2, Mdm2 ligase inh -10, S1P4 antag 5, NPY-Y2 PAM-ag 0, PERK inh -1.1, BaF3 parental 3, Wee1 degr inh -1 and eIF4E-4G inh 8.
Screening COc1ccc(OC(C)C(=O)Nc2ccccc2F)cc1 (stereo not drawn) returned S1P4 agonist -0.3, Ba/F3 V617F tox 2, S1P4 antag 10, NPY-Y2 PAM-ag -9, PERK inh -0.8, BaF3 parental 4, Wee1 degr inh -1 and eIF4E-4G inh 1.
CCc1c(C)c2cc(Cl)c(O)c(CN(CC)CC)c2oc1=O was read as S1P4 agonist 2.0, Ba/F3 V617F tox 10, Mdm2 ligase inh -11, S1P4 antag 6, NPY-Y2 PAM-ag -8, PERK inh -1.3, BaF3 parental 9, Wee1 degr inh -1 and eIF4E-4G inh 7.
`Cc1ccc(C(=O)N/C(=C\c2ccco2)C(=O)NCCCn2ccnc2)cc1` gave S1P4 agonist -0.7, Ba/F3 V617F tox 2, Mdm2 ligase inh -9, S1P4 antag -3, NPY-Y2 PAM-ag 0, PERK inh 0.9, BaF3 parental 7, Wee1 degr inh 0 and eIF4E-4G inh 2.
Screening CCOc1ccc(OCC(=O)c2c(O)c3ccccc3oc2=O)cc1 returned S1P4 agonist 0.6, Ba/F3 V617F tox -4, Mdm2 ligase inh -19, S1P4 antag 6, NPY-Y2 PAM-ag -10, PERK inh 1.6, BaF3 parental -2, Wee1 degr inh -3 and eIF4E-4G inh 5.
Screening COC(=O)/C=C\C(=O)Nc1cccc([N+](=O)[O-])c1 returned S1P4 agonist -3.4, Ba/F3 V617F tox -1, Mdm2 ligase inh -21, S1P4 antag -5, NPY-Y2 PAM-ag -3, PERK inh 0.5, BaF3 parental -1, Wee1 degr inh -2 and eIF4E-4G inh 3.
